Dynein transport = dynein cargo transport inhibition; 220,000 tested, 0.47% active; AID 1381; 3617.4 mouse cells, GR-EGFP nuclear translocation imaging; test concentration mostly 20 µM; stimulated with dexamethasone, 1 µM; active compounds read low; z-score, hits read low;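 active = plate z-score of nuclear minus cytoplasmic receptor signal below a set negative limit, without overly bright fluorescence or cell loss, cut at about -3.5 in these data, passing the limit was not always enough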;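 also: z-score of nuclear minus cytoplasmic ring GR-EGFP intensity difference per well; some compounds called inactive have numbers as strong as hits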
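Also added – dexamethasone, 1.0 µM final · Buffer or medium – tet-free, stripped-serum medium · Schedule – induction 48 h, compound 1 h, agonist 30 min · Detection – formaldehyde fixation, Hoechst nuclear stain, 10x automated fluorescence imaging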
T cell modulator = T cell immune modulators affecting CD8 T cell-vesicle binding. 2C CD8+ T cell-vesicle binding, flow cytometry; active compounds read low. 330,000 tested, 0.068% active. calls only at 7 µM;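 active = response, share of CD8 T cells binding vesicles, and their 90th percentile fluorescence all below set limits, cut at about 80% in these data, passing the limit was not always enough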
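material = purified 2C TCR transgenic mouse naive CD8+ T cells | controls = Unloaded micro-vesicles (low), QL9 vesicles with 0.7% DMSO (high) | detection = cytometric PE anti-B7-1 and Alexa647 anti-CD8 signals after 1% paraformaldehyde fixation | incubation = binding step 1.5 h, 37 °C, antibody labelling 20 min, ice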
MT stabilize HCS = stabilizes microtubules in HeLa cells. HeLa tubulin immunostaining HCS, 24 h; share of cells brighter than vehicle mean+2SD. % tubulin-high responders, % at 10 µM. AID 2205. 200,000 tested, 0.83% active;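 active = plate Z-score above 3 for both tubulin-high and condensed-nucleus cell shares, with cell loss under 80%, at 10 µM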;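 also: anti alpha tubulin signal scored within the nucleus-defined area of each cell; some results filed as inactive read as strong as hits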
b-catenin transl = alters nuclear translocation of beta-catenin in HeLa cells. immunofluorescence imaging. AID 1665. nuclear translocation activity, % at 5 µM. 190,000 tested, 0.3% active;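 active = nuclear translocation activity above 50% at 5 µM, with a well cell count of 50 or more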;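 also: per-cell ratio of nuclear to cytoplasmic median beta-catenin stain intensity; plate controls were DMSO negative control for no effect and GSK-3 inhibitor IX positive control for full effect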
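Test system: human HeLa cells, endogenous beta-catenin. Times: 24 h compound exposure, 37°C. Measured by: beta-catenin immunofluorescence imaging with DAPI.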
CSM14.1 death rescue = rescue of cells from ER stress-induced death, primary screen, 384-well, CSM14.1, thapsigargin, ATP luminescence (AID 1222); cellular ATP content (survival), % at 20 µM, or EC50 in µM where a hit was titrated; 190,000 tested, under 10 active; CSM14.1 thapsigargin-induced death rescue, ATP luminescence; higher % means a stronger effect;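 active = EC50 below 50 µM in the dose-response confirmation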;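 also: death triggered by thapsigargin at about 15 µM added after 2 h compound pretreatment; cell ATP read after overnight thapsigargin exposure of roughly 18 to 22 hours; normalized against plate controls of thapsigargin alone and 5% DMSO vehicle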
Autophagy HCS = autophagy modulation, high-content screen; MEF GFP-LC3 puncta imaging; test concentration mostly 10 µM; calls only at 10 µM (by protocol); 190,000 tested, 0.98% active; AID 463193;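 active = percentage of spot-positive cells more than 3 SD above its plate mean, without a fluorescence outlier flag or 80% toxicity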;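 also: spot-positive cell cutoff set from DMSO-treated cells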
Lipid droplet = hepatic lipid droplet formation modulation | AID 1656 | inhibition, % at 6.5 µM | AML12 mouse hepatocytes, oleate lipid droplets, BODIPY imaging | 240,000 tested, 0.4% active;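 active = lipid droplet intensity inhibited by at least 50%, with more than 500 cells counted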
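material = mouse AML12 hepatocyte cell line, fixed after treatment | also added = 100 µM oleic acid challenge | doses = compound at 6.5 µM only | schedule = overnight exposure | technique = Image-based BODIPY and DAPI two-channel analysis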
Salmonella PhoP GFP = inhibitors of PhoP regulon expression, primary screen, Salmonella Typhimurium, GFP reporter (AID 1863); S. Typhimurium PhoP-regulated promoter GFP reporter, 4 h; higher % means a stronger effect; inhibition, % at 50 µM; hits with a dose series show IC50 in µM; 300,000 tested, 0.16% active;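 active = inhibition over 29.93%, a cutoff 3 SD above the screen mean, later confirmed by dose response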;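 also: 0% = low Mg2+ inducing control and 100% = high Mg2+ repressing control; strong numbers were not always called active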
Ins promoter up = MIN6 insulin promoter up-regulation; MIN6 insulin promoter-GFP reporter, high-content imaging; active compounds read high; z-score at 5 µM; 190,000 tested, 0.3% active;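 active = z-score above 3 at 5 µM with at least 500 cells counted in the well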
Dynein transport cytoplasmic EGFP = recorded beside Dynein transport, whose call it bears; z-score; measured here: cytoplasmic GR-EGFP intensity; active compounds read high
Dynein transport nuclear GR-EGFP = second read-out of Dynein transport, no call of its own (marks repeat the call); z-score; measured here: nuclear GR-EGFP intensity;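 lower value marks the stronger effect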
Dynein transport cell count = recorded beside Dynein transport, whose call it bears; z-score; measured here: cell count per field
Ins promoter up cell count = recorded beside Ins promoter up, whose call it bears; cell count; measured here: cytotoxicity, nuclei count;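 total cells summed across four imaged fields per well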
Lipid droplet cells 6.5 µM = also measured in Lipid droplet; calls as there; cell count; measured here: cell count, cytotoxicity flag;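 cells counted across two imaged fields per well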
b-catenin transl cell count 5 µM = recorded beside b-catenin transl, whose call it bears; cell count; measured here: cell count, cytotoxicity flag
T cell modulator vesicle-bound % = also measured in T cell modulator; calls as there; double positive events, %; measured here: CD8+ vesicle-bound cell fraction;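 binding gate set so that unloaded-vesicle control wells show 10% double positive cells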
MT stabilize HCS Hoechst-high % = second read-out of MT stabilize HCS, no call of its own (marks repeat the call); % Hoechst-high responders; measured here: nuclear condensation Hoechst responders;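 share of cells brighter than vehicle mean plus two SD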
MT stabilize HCS cytotoxicity % = recorded beside MT stabilize HCS, whose call it bears; toxicity, %; measured here: cytotoxicity by cell density;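 0% = mean cell density of plate MIN control wells and 100% = no cells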
Autophagy HCS cell loss 18 h = second read-out of Autophagy HCS, no call of its own (marks repeat the call); toxicity, %; measured here: cell loss, nuclei count;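 cell loss after 18 h compound exposure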
Active calls of the source: *; i = inactive; / = not tested or not shown; + = active, no number.

SMILES	Dynein transport	Dynein transport cytoplasmic EGFP	Dynein transport nuclear GR-EGFP	Dynein transport cell count	T cell modulator	T cell modulator vesicle-bound %	MT stabilize HCS	MT stabilize HCS Hoechst-high %	MT stabilize HCS cytotoxicity %	b-catenin transl	b-catenin transl cell count 5 µM	CSM14.1 death rescue	Autophagy HCS	Autophagy HCS cell loss 18 h	Lipid droplet	Lipid droplet cells 6.5 µM	Salmonella PhoP GFP	Ins promoter up	Ins promoter up cell count
CCC(=O)N1CCc2cc(S(=O)(=O)CCC(=O)O)ccc21	-0.22	-0.16	0.06	-0.17	i	32	2.8	2.5	7.1	-1.1	982	-0.2%	i	-11	/	/	-2%	0.23	1407
CN1CCN(Cc2nc(Cc3cccc(F)c3)no2)CC1c1ccccc1 (stereo unspecified)	-0.56	-0.14	0.18	0.32	i	31	2.8	2.0	4.2	0.6	991	-2.0%	i	0	3	720	/	0.48	1481
Fc1ccc(-n2cc(CNCCc3ccncc3)c(-c3ccccc3Cl)n2)cc1	0.58	-0.074	0.5	-1.4	i	53	1.2	1.7	6.4	1.1	1016	1.7%	i	-2	-22	692	14%	/	/
O=C(Nc1ccc(N2CCN(C(=O)c3ccccc3F)CC2)cc1)c1ncn[nH]1	1.2	-0.32	0.12	-0.94	i	58	2.9	2.8	7.2	-2.1	1142	0.8%	i	0	1	690	-2%	0.43	1214
O=C(NCC(c1cccs1)N1CCOCC1)c1cc([N+](=O)[O-])ccc1Cl (stereo unspecified)	-0.34	-0.2	0.071	-0.073	i	49	3.1	3.6	5.5	-1.7	1103	-0.8%	i	4	5	677	1%	0.28	1520
ClCC1CN(Cc2ccccc2Cl)CCO1 (stereo unspecified)	-0.31	-0.27	-0.19	0.47	i	14	2.2	1.5	4.9	-0.4	1099	-1.6%	i	8	17	726	-5%	/	/
CCOc1ccc2nc(NC(=O)CN3CCN(C)CC3)sc2c1	-0.72	-0.21	-0.25	0.73	i	56	2.7	1.7	8.7	2.0	1367	-1.3%	i	3	/	/	7%	-0.08	1259
Cc1cccc(NC(=O)Nc2ccc(C)cc2Br)c1	-0.67	-0.23	-0.17	0.24	i	12	2.0	2.6	2.5	0.6	1175	-2.7%	i	28	19	648	2%	0.29	1548
CCOCCCNC(=O)c1cc2sc(Cl)cc2n1CC	0.33	-0.2	0.35	0.66	i	31	14*	44*	23*	/	/	-1.4%	+	-0.1*	6	733	2%	1.2	1148
CCOC(=O)/C(C(N)=NC(C)C)=C(\O)c1ccccc1	0.32	-0.25	0.52	0.42	i	38	3.1	1.4	2.0	-2.6	1314	0.4%	i	3	-8	701	11%	-0.25	1232
CCC1CCCCN1CCCNC(=O)c1cn(CC(C)C)c(=O)c2cc(OC)c(OC)cc12 (stereo unspecified)	0.79	-0.35	0.89	-0.45	i	24	2.1	2.4	6.6	2.9	1099	0.7%	i	-7	1	745	-1%	/	/
CCN(CC(=O)Nc1cc(Cl)ccc1C)C(=O)C1CCCCC1	-1.7	-0.33	-1.1	1.6	i	50	1.5	2.4	1.5	/	/	-1.3%	i	-1	7	711	-3%	0.03	1322
O=C(COC(=O)c1ccccc1C(=O)c1ccccc1)NCc1ccc(F)cc1	-0.69	-0.17	0.4	-0.42	i	52	1.9	2.3	4.6	3.3	912	/	i	12	-8	724	4%	0.39	1269
Cc1ccc(S(=O)(=O)CC(O)CN2CCCC2=O)cc1 (stereo unspecified)	-0.47	-0.39	-0.027	0.69	i	55	2.2	2.0	6.0	/	/	-0.4%	i	12	/	/	-1%	/	/
COc1ccc(S(=O)(=O)N(CC(N)=O)C2CCCCC2)cc1Cl	-0.71	-0.25	-0.49	-0.0033	i	23	4.4	2.0	5.3	-0.9	1012	-0.8%	i	-4	-9	690	11%	/	/
COC(=O)c1cc(NC(=O)c2c(Cl)nc3sccn23)cc(C(=O)OC)c1	0.024	-0.22	0.048	-0.14	i	48	2.1	3.0	11	5.7	690	-2.0%	i	-6	/	/	-7%	0.48	1015
COc1ccc(CNCC(O)(c2ccc(Cl)cc2)c2ccc(Cl)cc2)cc1OC	-0.7	-0.19	0.3	-0.12	i	52	1.6	0.7	6.8	-1.5	1403	-1.7%	i	14	/	/	18%	-0.07	1299
CC(=O)N1CCN(c2ccc(NC(=O)c3ccc(Br)o3)cc2Cl)CC1	0.56	-0.22	0.28	-0.41	i	39	2.9	2.1	11	-1.9	1004	0.9%	i	12	4	689	-8%	1.4	1519
COc1ccc2[nH]c(C(=O)O)c(CCC(=O)O)c2c1	0.19	-0.2	0.53	0.78	i	54	4.8	2.9	2.2	1.3	1068	4.0%	i	-1	2	758	2%	-0.21	1365
CCCNC(=O)c1cccc(Cn2nc(C)c(Br)c2C)c1	-0.48	0.43	0.17	0.27	i	18	1.8	1.5	1.9	-0.4	1231	2.5%	/	/	-2	693	-4%	-0.24	912
O=C(CSCc1ccccc1)NCc1ccc2c(c1)OCO2	0.66	-0.29	0.41	0.064	i	64	3.0	1.6	3.3	-2.0	1163	-2.6%	i	-3	-13	690	8%	-0.81	891
CN(C)C(CNC(=O)Nc1cccc(Cl)c1)c1cccnc1 (stereo unspecified)	-0.38	-0.25	-0.25	0.79	i	49	3.3	1.7	4.0	0.2	1090	-2.5%	i	-2	0	597	34%	0.25	1766
COc1ccc(-n2c(=O)n(Cc3ccccc3)c(=O)c3[nH]cnc32)cc1	0.069	-0.19	-0.24	0.55	i	31	/	/	/	-0.4	1362	/	/	/	4	745	-4%	1.5	1579
COc1ccc(CC(=O)Nc2cc(C)on2)cc1OC	1.6	-0.056	1.4	-1.6	i	15	2.1	1.0	8.0	-0.7	1155	8.4%	i	-7	5	747	-3%	0.55	943

3 structures out of the list, ordered by formula weight, descending.
SMILES	Dynein transport	Dynein transport cytoplasmic EGFP	Dynein transport nuclear GR-EGFP	Dynein transport cell count	T cell modulator	T cell modulator vesicle-bound %	MT stabilize HCS	MT stabilize HCS Hoechst-high %	MT stabilize HCS cytotoxicity %	b-catenin transl	b-catenin transl cell count 5 µM	CSM14.1 death rescue	Autophagy HCS	Autophagy HCS cell loss 18 h	Lipid droplet	Lipid droplet cells 6.5 µM	Salmonella PhoP GFP	Ins promoter up	Ins promoter up cell count
COC(=O)c1cc(NC(=O)c2c(Cl)nc3sccn23)cc(C(=O)OC)c1	0.024	-0.22	0.048	-0.14	i	48	2.1	3.0	11	5.7	690	-2.0%	i	-6	/	/	-7%	0.48	1015
CCCNC(=O)c1cccc(Cn2nc(C)c(Br)c2C)c1	-0.48	0.43	0.17	0.27	i	18	1.8	1.5	1.9	-0.4	1231	2.5%	/	/	-2	693	-4%	-0.24	912
Cc1ccc(S(=O)(=O)CC(O)CN2CCCC2=O)cc1 (stereo unspecified)	-0.47	-0.39	-0.027	0.69	i	55	2.2	2.0	6.0	/	/	-0.4%	i	12	/	/	-1%	/	/

The results go on.
SMILES	Dynein transport	Dynein transport cytoplasmic EGFP	Dynein transport nuclear GR-EGFP	Dynein transport cell count	T cell modulator	T cell modulator vesicle-bound %	MT stabilize HCS	MT stabilize HCS Hoechst-high %	MT stabilize HCS cytotoxicity %	b-catenin transl	b-catenin transl cell count 5 µM	CSM14.1 death rescue	Autophagy HCS	Autophagy HCS cell loss 18 h	Lipid droplet	Lipid droplet cells 6.5 µM	Salmonella PhoP GFP	Ins promoter up	Ins promoter up cell count
CC(=O)N/C(=C/c1ccc(OS(=O)(=O)c2ccc(C)cc2)cc1)C(=O)NCCCO	-1.1	-0.016	-0.43	0.66	i	49	/	/	/	-3.9	1124	/	/	/	15	716	-7%	0.39	1368
COc1ccc(C(=O)/C=C/Nc2ccc(S(=O)(=O)Nc3onc(C)c3C)cc2)cc1	-0.37	-0.27	-0.53	0.9	i	32	2.0	3.4	1.6	-2.8	557	-1.2%	i	20	-6	602	3%	-0.03	1377
COc1ccc(OC)c(C(=O)c2coc3ccc(OC)cc23)c1	-0.062	-0.33	0.41	0.18	i	26	5.5	2.7	3.2	1.4	1074	0.9%	i	8	/	/	7%	0.23	1271
Cc1nc([N+](=O)[O-])cn1-c1ccc(N)cc1	-0.2	0.39	-0.063	-0.25	i	42	3.8	3.0	5.9	-0.1	1052	-3.2%	i	4	-11	636	5%	0.01	1547
Cc1ccccc1-c1nc(-c2ccccn2)no1	-0.35	-0.041	0.18	0.45	i	64	3.3	1.9	6.6	-2.7	1062	-2.6%	i	-5	15	706	-2%	-0.32	1230
COc1ccc(/C=C/C(=O)O/N=C(\N)c2cccnc2)cc1OC	0.91	-0.58	0.33	-1.4	i	17	/	/	/	0.5	1308	/	/	/	11	650	/	0.16	858
CCOC(=O)CSc1nnc(-c2ccc([N+](=O)[O-])cc2)o1	-0.88	-0.2	-0.22	1.5	i	41	2.8	1.3	6.6	-1.1	1018	0.7%	i	8	0	757	/	0.37	1411
CC(=O)c1c(C)[nH]c(C(=O)OC(C)C(=O)Nc2cc(S(=O)(=O)N3CCCCC3)ccc2Cl)c1C (stereo unspecified)	0.23	-0.27	0.33	-0.79	i	26	5.4	2.6	10	-3.5	563	-1.4%	i	-3	22	599	5%	0.16	1375

Source: PubChem BioAssay
